# STAT1 activator – STAT1 signaling activators, primary screen, cell-based, HTS, luciferase reporter. NIH 3T3 STAT1-luciferase reporter, IFN-gamma, luminescence; 100% = IFN-gamma alone, no compound. activation (% of control), % at 5.5 µM. 200,000 compounds, 2.6% hits. AID 932, 2007;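 active = activation above the screen-wide mean activation plus 3 SD, cut at about 130% in these data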;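 also: raw ratio to IFN-gamma control signal so 100% means no change and 0% no light; values of inactives mirror those of a sister screen read the other way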
# Efa HMGR inh – inhibitors of E. faecalis class II HMGR, primary screen, biochemical, Enterococcus faecalis; AID 1066, 2008; purified E. faecalis HMGR, NADPH absorbance 340 nm kinetic; inhibition, % at 10 µM; 190,000 compounds, 0.41% hits; HMG-CoA reductase (Enterococcus faecalis, mvaE);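 active = inhibition above a set limit, the median over all tested compounds plus 3 SD, cut at about 9.5% in these data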;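 also: enzyme runs in reverse so mevalonate oxidation gives rising NADPH absorbance; 0% = complete reaction with DMSO and 100% = background rate lacking mevalonate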
# NF-kB neuron act – activators of NF-kB expression in neurons, primary screen, cell-based, HTS | AID 1239, 2008 | fold change at 12.5 µM | human neuronal cells, NF-kB reporter expression; active compounds read high | 190,000 compounds, 1.6% hits; in the data active = fold change above about 3.3
# Hsp70 activator – Hsp70 transcriptional activators, primary screen, cell-based, HeLa, Hsp70 promoter luciferase, luminescence, 10 µM; activation, % at 10 µM; HeLa Hsp70 promoter luciferase reporter; scaled: vehicle 0, proteasome-inhibitor control 100%; AID 1203, 2008; 200,000 compounds, 0.04% hits;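 active = activation above the mean across all tested compounds plus 3 SD, cutoff set per campaign, cut at about 5.5% in these data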;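 also: 100% = MG132 at 30 µM as the positive control and 0% = DMSO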
# APP 5UTR inh – inhibitors of APP translation via 5'UTR reporter, primary screen, APP 5'UTR luciferase, SH-SY5Y cells. SH-SY5Y APP 5'UTR-luciferase reporter, luminescence. inhibition, % at 2 µM. 190,000 compounds, 0.82% hits;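 active = inhibition above a set limit, derived from the sample mean plus 3 SD, cut at about 45% in these data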; also: values of inactives mirror those of a sister screen read the other way
# DTT redox prof – compounds producing H2O2 with reducing agent – biochemical, NIH compound library profiling, artefact control for MLSCN library redox annotation, primary screen | DTT-dependent redox cycling H2O2, phenol red/HRP absorbance; 100% = 100 µM peroxide control, 0% = buffer | activation, % at 10 µM | 200,000 compounds, 0.03% hits;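 active = activation of at least 50% relative to the plate's high and low controls in the primary single-dose screen; inactive = activation below 50%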;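 also: compound incubated with DTT at 0.8 mM final as the reducing agent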
# FLuc inh counter – firefly luciferase enzyme inhibitors, primary screen, artefact control for luciferase-based inhibitor screens, biochemical, luminescence, ATPLite. Luciferin 4-monooxygenase (Photinus pyralis), P08659. 10 min. inhibition, % at 10 µM. 200,000 compounds, 1.5% hits. AID 1006, 2008;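 active = inhibition above about 50% when tested at 10 µM, limit read from the data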
# Target sequence (P08659 whole entry, looked up): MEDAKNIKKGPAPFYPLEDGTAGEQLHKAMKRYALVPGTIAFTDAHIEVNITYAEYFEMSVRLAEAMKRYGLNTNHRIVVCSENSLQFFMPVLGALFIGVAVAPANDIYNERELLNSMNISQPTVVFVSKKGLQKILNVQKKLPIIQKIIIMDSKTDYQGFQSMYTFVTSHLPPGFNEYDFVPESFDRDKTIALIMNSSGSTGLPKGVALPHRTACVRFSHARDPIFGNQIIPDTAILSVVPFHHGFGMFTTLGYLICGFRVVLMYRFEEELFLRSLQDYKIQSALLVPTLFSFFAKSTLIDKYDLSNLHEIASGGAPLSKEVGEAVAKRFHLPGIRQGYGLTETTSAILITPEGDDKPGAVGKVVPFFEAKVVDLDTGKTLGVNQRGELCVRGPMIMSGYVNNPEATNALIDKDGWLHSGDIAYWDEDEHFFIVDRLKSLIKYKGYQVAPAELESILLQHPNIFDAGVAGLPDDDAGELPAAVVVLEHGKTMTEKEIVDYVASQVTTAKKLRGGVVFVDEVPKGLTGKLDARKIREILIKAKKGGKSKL
# G6PDH counter – L. mesenteroides G6PDH inhibitors, counter-screen for G6PDH-coupled screening assays, biochemical, Leuconostoc mesenteroides enzyme. glucose-6-phosphate dehydrogenase [Leuconostoc mesenteroides]. inhibition, % at 5 µM. Purified L. mesenteroides G6PDH, diaphorase/resazurin coupled fluorescence, 45 min. 200,000 compounds, 0.12% hits; in the data active = inhibition above about 50%
# FLuc stim CS – FLuc activators, initial screening, artefact control for FLuc-dependent activation tests, biochemical, ATPlite luminescence; Luciferin 4-monooxygenase (Photinus pyralis), P08659; ATPlite luciferase biochemical, 10 min; 0 = ATP-free wells, 1 = DMSO control; activation factor at 10 µM; 200,000 tested, under 10 active; AID 1027, 2008;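 active = luciferase activation factor, scaled between plate controls, of at least 2 with compound at 10 µM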
#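 Assay system: Luciferase/luciferin detection reagent, cell-free biochemical luciferase assay / Also added: ATP substrate / Schedule: 10 min at ambient temperature / Measured by: luminescence measurement of luciferase light output / Benchmarks: low control with PBS replacing ATP, high control enzyme plus ATP without compound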
# APP 5'UTR act – activators of APP 5'UTR luciferase reporter, primary screen, SH-SY5Y cells; SH-SY5Y APP 5'UTR luciferase reporter, luminescence; zero percent = DMSO vehicle wells; activation, % at 2 µM; 190,000 compounds, 1% hits; AID 1276, 2008;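 active = activation above a set limit, based on mean plus 3 SD of controls, cut at about 140% in these data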; also: values of inactives mirror those of a sister screen read the other way
# Active calls of the source: *; . = not tested or not shown. Not a hit list; any-hit rate near 5.3%.
mol,STAT1 activator,Efa HMGR inh,NF-kB neuron act,Hsp70 activator,APP 5UTR inh,DTT redox prof,FLuc inh counter,G6PDH counter,FLuc stim CS,APP 5'UTR act
CCOC(=O)c1c(NC(=O)c2ccccc2Br)sc2c1CCc1ccccc1-2,98,0,0.84,-0.3,4,-0.2,-6,2,1.1,-5
Cc1cc(C)c2c(c1)c(C)cc1nnc(SCC(=O)NCc3ccco3)n12,95,-4,0.96,-0.2,-18,3.1,-3,-3,1,18
Oc1c(C(c2cccs2)N2CCOCC2)sc2ncnn12 (configuration not stated),102,-2,1.2,-0.1,0,-1.1,-5,-1,1.1,0
COc1ccc2nc(N/C(N)=N/C(=S)Nc3c(C)cccc3C)nc(C)c2c1,110,-7,1.9,0.0,-10,0.0,3,0,1,10
Cc1cc(C)n(-c2ccc(C(=O)OCc3nnc(-c4ccccc4)o3)cc2)n1,107,-2,1.4,0.2,2,-2.3,-3,2,1,-2
O=C(COC(=O)/C=C/c1ccco1)Nc1ncc(C(F)(F)F)cc1Cl,99,-6,1.4,-0.5,-10,0.1,-1,12,1,10
O=C(c1cccc([N+](=O)[O-])c1)N1CCOCC1,98,1,1.3,-0.1,-15,-0.5,-8,-10,1.1,15
O=C(COc1ccc(F)cc1)NC1CC1,89,-1,1.1,0.0,-4,-0.4,-3,5,1,4
C/C(NC(=O)c1ccccc1F)=C1\C(=O)C[C@@H]2[C@H]1C2(C)C,119,-5,1.8,-0.3,-62,-0.6,5,4,1,62
CC(C)Cc1cc(C(=O)NCc2cccs2)no1,134*,-1,3.1,0.4,-60,0.0,5,13,0.9,60
CC(C)Cn1c(=O)oc2ccccc21,95,-2,0.94,-0.6,-14,0.0,-4,15,1,14
CCOC(=O)N1CCN(C(=O)c2ccc(NS(C)(=O)=O)cc2)CC1,97,-1,1,-0.3,12,1.2,-5,-11,1.1,-12
O=C1C2C3CCC(C3)C2C(=O)N1Cc1ccccc1 (configuration not stated),88,-4,1,-0.3,10,0.3,-3,9,1,-10
CC(=O)Nc1ccc(S(=O)(=O)N2CCN(c3nc(NC4CCCC4)c4ccccc4n3)CC2)cc1,105,-4,0.99,-0.3,10,0.8,-9,1,1.1,-11
Nc1cccc2nc3ccccc3cc12,172*,3,3.9*,2.6,.,2.9,-1,0,1,.
O=C(NCc1ccc2c(c1)OCO2)c1ccc(Cl)c(S(=O)(=O)NCc2ccccc2)c1,95,-2,1,-0.2,-2,-0.4,0,-2,1,2
COc1ccc(CC(=O)Nc2ccc(-c3nnc(-c4ccccc4)o3)cc2)cc1OC,102,-3,1.1,0.6,2,3.0,-1,-17,1,-2
CN(c1ncc(C(F)(F)F)cc1Cl)N1C(=O)c2cccc(N)c2C1=O,92,1,0.87,-0.2,-9,-1.0,-2,10,1,9
COc1ccc(Cc2nnc(N/N=C/c3ccccc3O)[nH]c2=O)cc1OC,107,-2,2.6,-0.2,86*,0.5,3,-6,1,-86
C(=N\c1nccs1)/c1c[nH]c2ccccc12,89,-3,1.1,-0.3,-5,0.3,-7,24,1.1,5
Cc1cc(C)cc(C(=O)Nc2ccc(N3CCN(S(C)(=O)=O)CC3)cc2)c1,98,-1,1.1,-0.1,4,4.4,-7,11,1.1,-4
Cc1ccc(S(=O)(=O)NC(=O)NCCc2ccccc2)cc1,99,-3,.,0.1,2,0.0,-10,6,1.1,-2
CCCS(=O)(=O)N1CCN=C1SCc1cccc(C)c1,98,-3,0.92,-0.2,-4,-0.5,-5,-2,1.1,4
CCN(CC)C(=O)C1CCCN(c2ccc([N+](=O)[O-])cc2)C1 (configuration not stated),108,-1,0.96,0.1,17,1.1,0,8,1,-17
CN(C)c1ccc(NC(=O)COC(=O)CCC(=O)c2ccc(F)cc2)cc1,102,-2,0.94,-0.3,-7,-0.8,51*,-3,0.5,7
O=C(CN1CCN(CCOCCO)CC1)N1c2ccccc2Sc2ccc(Cl)cc21,100,-1,1.1,0.4,11,0.8,-6,-4,1.1,-11
Cc1ccc(CNC(=O)CCCn2c(=O)c3ccccc3n(CC(=O)NCc3ccco3)c2=O)cc1,95,-2,1.2,0.1,-14,-0.8,-7,9,1.1,14
Brc1ccc(/C=N/N2CCN(C3c4ccccc4-c4ccccc43)CC2)s1,106,0,1.3,-0.3,9,6.2,-2,-18,1,-9
Cc1cc(-c2nnc(CCC(=O)N3CCN(Cc4cccc(F)c4)CC3)o2)c(C)o1,107,-2,1.3,-0.4,-12,-0.8,0,8,1,12
CC(=O)N1N=C(C)CC1c1ccc(O)cc1 (configuration not stated),97,-5,0.96,-0.2,-8,-0.9,-7,7,1.1,8

# 3 compounds from above, ordered by their value in APP 5UTR inh, rising:
molecule,STAT1 activator,Efa HMGR inh,NF-kB neuron act,Hsp70 activator,APP 5UTR inh,DTT redox prof,FLuc stim CS,APP 5'UTR act
Cc1ccc(CNC(=O)CCCn2c(=O)c3ccccc3n(CC(=O)NCc3ccco3)c2=O)cc1,95,-2,1.2,0.1,-14,-0.8,1.1,14
CN(C)c1ccc(NC(=O)COC(=O)CCC(=O)c2ccc(F)cc2)cc1,102,-2,0.94,-0.3,-7,-0.8,0.5,7
Cc1ccc(S(=O)(=O)NC(=O)NCCc2ccccc2)cc1,99,-3,.,0.1,2,0.0,1.1,-2

# More structures follow:
mol,STAT1 activator,Efa HMGR inh,NF-kB neuron act,Hsp70 activator,APP 5UTR inh,DTT redox prof,FLuc inh counter,G6PDH counter,FLuc stim CS,APP 5'UTR act
Cn1cccc1C(=O)NC(=O)COC(=O)CNC(=O)c1ccc(Cl)cc1Cl,98,0,1.2,-0.1,8,-0.5,5,5,0.9,-8
Cc1ccc(Nc2ncnc(N)n2)cc1C,107,-2,1.5,0.3,-6,-0.5,4,11,1,6
CCOC(=O)C1CCN(S(=O)(=O)c2ccc(OC)c(OC)c2)CC1,103,-3,1.4,-0.4,12,0.2,-3,12,1,-12
CC(=O)Nc1ccc(S(=O)(=O)NCC(=O)OCc2cc(=O)oc3ccc4ccccc4c23)cc1,93,1,1.3,-0.2,-1,.,-3,0,1,1
O=C(c1cccc([N+](=O)[O-])c1)N1CC2C3C=CC(C3)C2C1 (configuration not stated),106,-8,1,-0.2,12,-1.4,2,7,1,-11
CCn1c(C)cc(/C=C2/NC(=O)N(CC(=O)Nc3cccc(C)c3)C2=O)c1C,98,-1,1.1,-0.3,8,0.8,-4,-22,1,-8
O=C(Cc1ccccc1)NN1C(=O)C2C3C=CC(C3)C2C1=O (configuration not stated),102,-2,1.1,-0.2,-9,3.6,-6,-8,1.1,9
Cc1cccn2cc(-c3ccccc3)nc12,138*,-1,4.3*,0.3,-154,-0.9,69*,3,0.3,154*
O=C(NC(=S)Nc1ccc(N2CCCCC2)cc1)c1ccc2c(c1)OCCO2,106,-3,0.88,-0.2,-40,-0.5,2,-1,1,40
O=C(CSc1nc2ccccc2n1Cc1ccccc1)N/N=C/c1ccco1,98,-2,0.96,0.3,-1,-1.0,-1,-39,1,1
CN(C)/C=N/C1=C(C#N)C(c2cccs2)c2ccc3ccccc3c2O1 (configuration not stated),124,-7,2.1,0.0,92*,0.3,-4,10,1,-92
CCCOC(=O)Nc1sc2c(c1C(N)=O)CCCC2,108,3,1.4,-0.2,-20,0.0,-1,11,1,20
Cc1nnc(SCC(=O)NCc2ccco2)n1-c1ccccc1,96,-5,1.2,-0.1,3,0.6,-1,-2,1,-3
COc1ccc(N2CCN(C(CNS(=O)(=O)c3cc(F)ccc3F)c3cccnc3)CC2)cc1 (configuration not stated),107,-3,0.93,-0.4,3,-0.3,-5,4,1,-3
CCCNC(=O)COC(=O)c1ccc(OCC(=O)Nc2ccccc2OC)c(OC)c1,103,2,2.9,-0.2,.,0.1,-3,4,1,.
COc1cc(/C=N/NC(=O)CN2CCCCC2)ccc1OCc1ccc(Br)cc1,176*,-1,4.5*,0.2,-134,-0.1,-2,-22,1,134
Cc1nnc(SC(C)C#N)n1-c1ccccc1 (configuration not stated),99,12*,1.3,0.2,8,-2.1,-8,1,1.1,-8
O=C(O)c1ncn(Cc2ccc(Br)cc2)c1C(=O)O,95,-14,1.1,-0.2,20,-1.4,-4,16,1,-20
CCOc1ncccc1C(=O)N1CCCSC1=Nc1ccccc1OC,101,2,1.1,-0.1,-3,0.2,-2,4,1,3
Cc1cccc(NC(=S)N(CCN(C)C)Cc2cccs2)c1,101,-9,1,-0.2,-1,-0.8,-3,9,1,1
CCCCCCCCCS(=O)(=O)Nc1cc(C)ccn1,101,1,1.4,-0.2,14,-0.5,-4,13,1,-14
Cc1nn(C(C)c2n[nH]c(=S)n2-c2ccc(F)cc2)c(C)c1[N+](=O)[O-] (configuration not stated),94,-7,.,0.1,-4,1.0,-7,3,1.1,4
CCc1nc2sccc2c(=O)[nH]1,110,-8,1,-0.2,-1,-0.2,-3,4,1,1
COC(=O)C(C)Sc1n[nH]c(=S)s1 (configuration not stated),102,-4,1.1,-0.2,-2,0.6,-5,6,1,2
CCn1c(SCC(=O)N2CCCCC2)nc2c(c1=O)SC(C)C2 (configuration not stated),104,0,0.98,-0.1,3,-0.3,0,30,1,-3
CC(/C=C/c1ccccc1)=N\Nc1nc(-c2ccccc2)cs1,94,-4,1.2,-0.5,0,1.1,-4,-46,1,0
O=C(Nc1ccc2c(c1)OCCO2)c1ccc(Cl)c([N+](=O)[O-])c1,104,5,2.7,-0.1,-34,-0.5,12,-3,0.9,33
O=C1C(Nc2cccc(O)c2)=C(N2CCCCC2)C(=O)c2ccccc21,96,-2,1.4,-0.4,-5,-4.3,-1,59*,1,5
CCc1ccc(NC(=O)C2CC=CCC2C(=O)O)cc1 (configuration not stated),100,-1,1.1,-0.1,-11,-0.3,-8,6,1.1,11
COc1cc(-c2nc3cnccn3c2Nc2ccc(C)cc2)ccc1O,104,-1,1.1,0.0,14,-0.3,-3,2,1,-13
O=C(Nc1nnc(-c2ccc(F)cc2)o1)c1cccc([N+](=O)[O-])c1,93,-3,0.58,0.0,-20,-0.3,2,3,1,20
O=C1CC(c2ccccc2)n2nc(N3C(=O)c4ccccc4C3=O)nc2N1 (configuration not stated),99,-5,1.1,0.7,7,-0.7,-6,5,1.1,-7
Cc1cccc(C)c1OCCCCc1c(C)n[nH]c1C,99,-8,1.7,-0.1,11,0.6,-4,3,1,-11
CSc1nc(N(C)C)nc(N2CC(=O)N(CCNS(=O)(=O)c3ccc(C)cc3)C2=N)n1,104,4,0.86,-0.5,.,-0.3,-1,-18,1,.
O=C(O)c1ccc(CSc2nc3ccc(N4C(=O)C5C6C=CC(C6)C5C4=O)cc3s2)cc1 (configuration not stated),110,-2,1.2,-0.3,0,-0.5,-2,4,1,0
Cc1c(C(=O)O)cccc1-c1ccc(/C=N/Nc2ccc(Br)cc2)o1,116,-1,1.5,-0.1,-27,0.2,1,5,1,27
